Compound activity: PubChem BioAssay, The Scripps Research Institute Molecular Screening Center
MITF inh – inhibitors of human MITF; O75030; AlphaScreen MITF homodimerization, bead proximity signal; inhibition, % at 2.6 µM; 0.91% of 650,000 active; AID 1259374; in the data active = inhibition above about 50%;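 also: 0% = vehicle wells with protein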
FBW7 act – activators of human E3 ligase FBW7; normalized activity (activation), % at 26.1 µM; AlphaScreen FBW7–phospho-cyclin E peptide binding, activator screen; 0.13% of 650,000 active; Q969H0; AID 1259310; in the data active = normalized activity above about 1.9%;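 also: purified mutant Fbw7 with reduced substrate affinity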
Target sequence (Q969H0 whole entry, looked up): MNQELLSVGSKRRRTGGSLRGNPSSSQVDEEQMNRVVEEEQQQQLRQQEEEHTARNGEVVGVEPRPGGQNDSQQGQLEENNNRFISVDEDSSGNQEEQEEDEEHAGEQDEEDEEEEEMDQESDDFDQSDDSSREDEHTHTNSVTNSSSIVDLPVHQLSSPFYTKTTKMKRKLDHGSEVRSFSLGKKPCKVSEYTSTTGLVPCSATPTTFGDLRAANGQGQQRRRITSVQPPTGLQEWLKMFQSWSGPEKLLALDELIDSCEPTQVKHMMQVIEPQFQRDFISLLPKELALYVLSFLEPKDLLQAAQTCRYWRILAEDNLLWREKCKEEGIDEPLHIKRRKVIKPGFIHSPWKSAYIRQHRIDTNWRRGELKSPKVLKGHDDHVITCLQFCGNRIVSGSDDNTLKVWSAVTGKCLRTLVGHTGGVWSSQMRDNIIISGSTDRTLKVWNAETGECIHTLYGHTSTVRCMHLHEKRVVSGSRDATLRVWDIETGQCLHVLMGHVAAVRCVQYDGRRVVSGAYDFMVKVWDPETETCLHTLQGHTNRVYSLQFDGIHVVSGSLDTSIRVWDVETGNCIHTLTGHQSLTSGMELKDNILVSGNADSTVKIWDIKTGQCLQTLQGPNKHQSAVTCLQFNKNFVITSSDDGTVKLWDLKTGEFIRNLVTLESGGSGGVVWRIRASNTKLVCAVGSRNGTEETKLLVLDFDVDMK
TEAD-YAP block – TEAD-YAP interaction inhibition | HEK-TIYL cells, TEAD-Gal4/YAP UAS-luciferase luminescence | inhibition, % at 9.12 µM | 1.4% of 640,000 active | AID 1259422; in the data active = inhibition above about 32%;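 also: 0% = median of test compound wells and 100% = reference inhibitor wells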
GPR151 ag – activators of human GPR151. Q8TDV0. activation, % at 11.2 µM. 1% of 650,000 active. AID 1508602. PathHunter beta-arrestin GPR151 cells, luminescence; in the data active = activation above about 4.9%;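 also: 0% = median of compound wells and 100% = cells with positive control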
Target sequence (Q8TDV0 whole entry, looked up): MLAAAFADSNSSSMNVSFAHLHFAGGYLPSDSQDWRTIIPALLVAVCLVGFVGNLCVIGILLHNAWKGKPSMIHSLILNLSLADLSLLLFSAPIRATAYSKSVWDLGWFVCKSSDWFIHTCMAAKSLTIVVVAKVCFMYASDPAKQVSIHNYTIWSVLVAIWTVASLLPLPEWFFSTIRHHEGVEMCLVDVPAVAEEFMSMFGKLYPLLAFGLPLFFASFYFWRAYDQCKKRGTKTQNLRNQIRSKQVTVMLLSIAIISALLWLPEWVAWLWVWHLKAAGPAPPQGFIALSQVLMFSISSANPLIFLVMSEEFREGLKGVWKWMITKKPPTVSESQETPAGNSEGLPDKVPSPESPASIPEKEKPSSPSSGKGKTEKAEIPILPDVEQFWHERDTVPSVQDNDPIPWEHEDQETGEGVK
* hit, by the source's call.

SMILES	MITF inh	FBW7 act	TEAD-YAP block	GPR151 ag
COc1cccc(CN2CCN(Cc3ccccc3F)CC2CCO)c1 (stereo unspecified)	1	0.0	-1	0.5
CCn1nnnc1NCc1c(OC)ccc2ccccc12	-2	-0.1	-3	0.0
CC(C)CN1C(=O)C2C3C=CC(C3)C2C1=O (stereo unspecified)	-6	-0.1	4	-0.2
NC(=O)c1ccc(NC(=O)Nc2ccc(Cl)c(Cl)c2)cc1	11	0.7	-19	-0.3
Cc1ccc(CN2CCN(Cc3cnn(C(C)C)c3)CC2CCO)cc1 (stereo unspecified)	12	0.3	0	-1.8
CCOC(=O)c1nn(-c2ccc(F)cc2)c(=O)c2c(NC(=O)CC(C)(C)C)scc12	10	0.5	-8	0.1
CCCNc1nc(N2CCN(c3ccccn3)CC2)nc2nc[nH]c12	-4	0.3	11	1.7
OCCC1CN(CCCn2cccn2)CCN1Cc1ccc(F)cc1 (stereo unspecified)	-21	0.0	4	0.0
Cc1ccc(C(Nc2ccc(Br)cn2)n2nc(C)c(Cl)c2C)o1 (stereo unspecified)	-11	-0.1	-6	0.7
O=C(O)CNC(=O)c1cc(-c2ccc(Cl)cc2)nc2ccccc12	-4	-0.1	-11	0.1
CCc1nc(-c2cc3ccccc3[nH]c2=O)no1	11	-0.1	-6	0.1
COc1cccc(-c2cc(C(=O)NCCCN3CCOCC3)c3ccccc3n2)c1	16	0.1	-1	3.2
Cc1ccc(Cl)cc1Nc1nncc(=O)[nH]1	20	0.9	1	2.9
Fc1ccc(Cn2nnc(-c3ccccc3)n2)cc1	4	0.1	-3	-1.2
O=C1/C(=C/c2ccc([N+](=O)[O-])cc2)C=C(c2ccccc2)N1c1cccc(Cl)c1Cl	2	-0.1	-5	0.2
O=C1CC(N2CCCCC2)C(=O)N1c1ccccc1[N+](=O)[O-] (stereo unspecified)	4	-0.2	-3	2.2
COc1ccc(-n2c(=O)[nH]c3c(C(N)=O)nc(-c4ccncc4)nc32)cc1	1	-0.1	6	-1.3
COC(=O)c1c(C)nc2nonc2c1N	0	-0.3	-4	-0.3
O=[N+]([O-])c1ccc2c(c1)S(=O)(=O)N=C2Nc1cccnc1	-11	-0.3	-4	0.4
N#C/C(=C(/O)CCN1C(=O)c2ccccc2C1=O)c1nc2ccccc2[nH]1	-10	0.1	-6	0.8
Cc1cc(N2CCN(c3cccc(Cl)c3)CC2)nc(-n2cc([N+](=O)[O-])cn2)n1	10	0.3	4	0.9
CCCCn1c(NC(C)CC)nc2c1c(=O)[nH]c(=O)n2C (stereo unspecified)	8	-0.1	-1	0.1
Cn1c(NC(=O)/C=C/c2ccc3c(c2)OCO3)cc(=O)n(C)c1=O	6	0.2	-53	-1.4
COc1ccc(-c2cc(C(F)(F)F)n3nc(C(=O)Nc4cc(Cl)cc(Cl)c4)cc3n2)cc1	5	0.0	-5	-0.8
CCN(CC(=O)Nc1cc(C)on1)CC(=O)Nc1ccccc1C(F)(F)F	11	0.0	6	0.8
Cc1cc(C)cc(NC(=O)N2CCCC2C(=O)Nc2ccc(-n3cnnn3)cc2)c1 (stereo unspecified)	4	0.0	-5	1.8
CC(C)(C)C(=O)Nc1cccc2ccc(-n3ccnc3)nc12	1	0.1	-6	2.0
COc1ccc2c(CN3CCN(S(=O)(=O)c4cccs4)CC3)cc(=O)oc2c1	4	-0.1	4	1.3
CCOc1ccc(/C=N/Nc2cc(N3CCOCC3)ncn2)c(O)c1	42	-0.4	11	-1.1
CC(C)(C)C(=O)N1N=C2CCCCCC2C1(O)C(F)(F)F (stereo unspecified)	15	0.7	8	-1.0

Given bar-delimited: part of the list above
mol | MITF inh | FBW7 act | TEAD-YAP block | GPR151 ag
CCCCn1c(NC(C)CC)nc2c1c(=O)[nH]c(=O)n2C (stereo unspecified) | 8 | -0.1 | -1 | 0.1
Cn1c(NC(=O)/C=C/c2ccc3c(c2)OCO3)cc(=O)n(C)c1=O | 6 | 0.2 | -53 | -1.4
COc1ccc(-c2cc(C(F)(F)F)n3nc(C(=O)Nc4cc(Cl)cc(Cl)c4)cc3n2)cc1 | 5 | 0.0 | -5 | -0.8
CCN(CC(=O)Nc1cc(C)on1)CC(=O)Nc1ccccc1C(F)(F)F | 11 | 0.0 | 6 | 0.8

Continuation:
SMILES	MITF inh	FBW7 act	TEAD-YAP block	GPR151 ag
Cc1[nH]c2ccc(C(=O)O)cc2c1C	0	-0.1	0	0.8
CCOc1cc(/C=C2\N=C(c3ccccc3)OC2=O)ccc1OCc1ccc(Cl)cc1	16	0.4	0	0.4
CCOC(=O)c1c(N)sc2c1CCC(c1ccccc1)C2 (stereo unspecified)	9	-0.1	-8	-0.3
COc1ccc(/C=C2\SC(N3CCCCCC3)=NC2=O)cc1	21	0.1	-11	0.5
CC(=O)NCCNC(=O)c1ccc(C)c(I)c1	-3	0.0	-3	1.2
CCN1C(=O)C2(C(C#N)=C(N)Oc3n[nH]c(-c4ccc(F)cc4)c32)c2ccccc21 (stereo unspecified)	7	-0.1	-6	-0.2
O=C(NCCC1=CCCCC1)c1ccc2c(c1)NC(=O)C(CS(=O)(=O)Cc1ccc(F)cc1)N2 (stereo unspecified)	-9	-0.1	-6	-0.4
COc1cc(-c2nnc(COC(=O)c3cccnc3SC)o2)cc(OC)c1OC	11	-0.1	-1	-0.2
N#CCCN(Cc1cccnc1)C(=S)NC(=O)C1CCCCC1	-9	0.1	-2	-1.0
N#Cc1ccc(NC(=O)C(=O)NCc2ccccn2)cc1	8	1.0	10	-1.0
COc1cc(OC)cc(-c2cc3nc(C)c(CCC(=O)NC4CCCC4)c(C)n3n2)c1	-3	0.0	10	1.0
NC1=NC(=O)/C(=C\c2ccccc2Sc2ccc(Cl)cc2)S1	9	0.5	-6	3.7
Cc1ccc(C2=N/C(=C\c3cc(Br)ccc3F)C(=O)O2)cc1[N+](=O)[O-]	4	-0.1	-3	-0.6
c1ccc(CNc2ccnc(Nc3ccc(N4CCOCC4)cc3)c2)cc1	9	-0.7	34*	1.2
Cn1c(Cc2ccccc2)nc2cc(N)ccc21	8	-0.4	6	1.0
COCCN(C(=O)c1cccnc1)c1nc(-c2cc(OC)ccc2OC)cs1	10	-0.1	3	-0.8
O=C(CCN1C(=O)C2C3C=CC(C4CC34)C2C1=O)Nc1ccc(Br)cc1Cl (stereo unspecified)	-15	-0.2	-4	2.7
CC(C)(c1ccccc1)c1ccc(OCCNCCN)cc1	30	0.7	0	-0.9
COc1ccccc1NC(=O)Cn1cc(C#N)c2ccccc21	-13	0.2	-5	1.7
CC1Cn2c(nnc2-c2cccc(O)c2)S1 (stereo unspecified)	6	0.1	-2	-0.3
Cn1c(=O)c2c(ncn2CC(=O)Nc2nc(-c3cc(F)ccc3F)cs2)n(C)c1=O	3	0.8	-7	0.5
O=C1CCCN1CCn1cnc2c(NCc3ccccc3)nc(NCCN3CCOCC3)nc21	8	0.0	0	0.0
O=C(Nc1cc([N+](=O)[O-])ccc1Cl)c1cccs1	4	0.1	5	0.8
Cc1cc(Cl)ccc1OCC(=O)N1CCN(c2ccccn2)CC1	13	0.0	2	-0.9
COC(=O)Cn1c(=NC(=O)C(C)(C)C)sc2cc(F)ccc21	-8	-0.1	6	3.1
O=C(Nc1c(F)cc(F)cc1Br)c1cc(S(=O)(=O)N2CCN(c3ccccn3)CC2)ccc1F	20	0.0	4	-2.1
COc1ccc(C2(C(=O)NCC3(c4ccccc4)CCCC3)CCCC2)cc1OC	-3	0.1	-6	0.5
Cc1ccccc1N1CC(O)(c2cccs2)[N+]2=C1CCCC2 (stereo unspecified)	10	0.2	11	-1.2
O=C(NCc1nnc2n1CCN(C(=O)C1CCCCC1)CC2)c1ccccc1	8	0.5	3	-1.2
O=C(Nc1n[nH]c(=S)s1)c1c(F)cccc1F	3	0.3	-9	-1.3

Random excerpt: four records from the list, in no set order.
SMILES	MITF inh	FBW7 act	TEAD-YAP block	GPR151 ag
COCCN(C(=O)c1cccnc1)c1nc(-c2cc(OC)ccc2OC)cs1	10	-0.1	3	-0.8
CCCCn1c(NC(C)CC)nc2c1c(=O)[nH]c(=O)n2C (stereo unspecified)	8	-0.1	-1	0.1
N#Cc1ccc(NC(=O)C(=O)NCc2ccccn2)cc1	8	1.0	10	-1.0
O=C(Nc1cc([N+](=O)[O-])ccc1Cl)c1cccs1	4	0.1	5	0.8

(continued)
SMILES	MITF inh	FBW7 act	TEAD-YAP block	GPR151 ag
COc1ccc(F)c(CN2CCC(n3nccc3NC(=O)CC(C)C)CC2)c1	2	-0.1	3	-0.3
CCOC(=O)c1sc2c(c1NC(=O)c1ccc(Cl)cc1)CCCC2=O	2	0.2	8	0.0
CCc1nccn1CCC(=O)N1CCc2c([nH]c3ccccc23)C1c1cccc(C)n1 (stereo unspecified)	-17	-0.1	7	-0.5
C/C(=C\C(=O)c1ccccc1)Nc1ccc(O)cc1	4	-0.2	6	1.0
CCOC(=O)c1oc2ccccc2c1CO	11	-0.1	-6	-1.7
COc1ccccc1C(=O)NC1CCC(NC(=O)c2ccccc2OC)CC1 (stereo unspecified)	-11	-0.2	15	-0.1
O=C(Nc1cccc2nsnc12)c1ccc(-c2cccc(Cl)c2)o1	-13	-0.3	-3	1.7
COc1ccc(NC(=O)CCC2CCCC2)cc1OC	-2	0.0	-14	1.2
COc1ccc(C(=O)N2CCN(C(=O)c3cccs3)CC2)cc1	-1	0.1	1	0.3
N#Cc1c(-c2ccccc2)cc(-c2ccc(Br)cc2)nc1SCC(O)CS(=O)Cc1ccccc1 (stereo unspecified)	-2	0.1	-4	-0.6
Cc1cc(C)n(CCNC(=O)c2ccc(-n3cc(NC(=O)C4CCOCC4)cn3)cc2)n1	4	-0.3	-1	-0.3
NC(=O)c1cc(/C=C/c2ccc(Cl)cc2)nc2ccccc12	5	-0.2	8	-1.3
Cc1ccc(C(=O)NC(=S)NNc2nc3ccccc3[nH]2)cc1	15	0.1	-5	5.3*
O=C(N/N=C/c1cccc([N+](=O)[O-])c1)C1COc2ccccc2O1 (stereo unspecified)	18	0.1	3	-1.0
COC(=O)c1ccc(NC(=O)C2C3CCC(C3)C2C(=O)O)cc1 (stereo unspecified)	1	-0.1	3	2.7
CCOc1ccc(NC(=O)C2C3C=CC4(O3)C2C(=O)N(CCc2ccc(Cl)cc2)C4C(=O)NC2CCCCC2C)cc1 (stereo unspecified)	-4	-0.1	2	0.4
NC(=O)CSc1nc2c(c(=O)n1-c1ccc(F)cc1)SCC2	-8	0.0	4	-0.2
Cc1c(C)n2c3c(=O)n(CCc4ccccc4)c(=O)n(C)c3nc2n1CCOCCO	10	0.0	5	-1.4
CCc1ccccc1Nc1ncnc2c1cnn2-c1ccc(OC)cc1	8	0.0	-44	1.8
CCc1nn(CC(=O)NCCN2CCN(C)CC2)c(=O)c2cc3sccc3n12	13	0.3	7	-0.2
N#C/C(=C/Nc1ccc(C(N)=O)cc1)c1nc(-c2ccc3c(c2)OCO3)cs1	-7	0.0	-1	1.0
COc1ccccc1/C=C/C=C1N=C(/C=C\c2cccc([N+](=O)[O-])c2)OC/1=O	16	0.9	2	1.5
CN1CCN(C(=O)c2cc(-c3cccs3)n(CC(=O)NCc3ccco3)n2)CC1	-9	-0.2	0	-1.2
CCOc1ccc(Nc2cc(Cl)c3nonc3c2[N+](=O)[O-])cc1	13	0.0	5	-1.8
Cc1cc(C)c(N2C(=O)C3C4CC(=O)C(c5ccccc54)C3C2=O)c(C)c1 (stereo unspecified)	2	0.0	2	-0.1
O=C1Nc2cc(C(=O)N3CCN(Cc4ccc5c(c4)OCO5)CC3)ccc2NC1CSCc1ccc(F)cc1 (stereo unspecified)	3	0.0	48*	-0.6
COCCn1nnnc1CN(Cc1ccc(OC)cc1)Cc1cc2ccc(C)cc2[nH]c1=O	0	-0.1	-3	-1.3
CCc1ccccc1NC(=O)C(C)n1c2ccccc2c2nc(=O)cc(C)n21 (stereo unspecified)	1	0.0	2	0.6
CCCCCOc1ccc(C(=O)CCC(=O)NC(C)c2ccc(S(N)(=O)=O)cc2)cc1 (stereo unspecified)	-9	-0.1	-3	1.3
Cc1onc(C(=O)Nc2sc3c(c2C#N)CCCC3)c1[N+](=O)[O-]	8	-0.1	-2	1.6

4 structures from above, arranged by count of non-hydrogen atoms, high to low:
SMILES	MITF inh	FBW7 act	TEAD-YAP block	GPR151 ag
CCOc1ccc(NC(=O)C2C3C=CC4(O3)C2C(=O)N(CCc2ccc(Cl)cc2)C4C(=O)NC2CCCCC2C)cc1 (stereo unspecified)	-4	-0.1	2	0.4
CN1CCN(C(=O)c2cc(-c3cccs3)n(CC(=O)NCc3ccco3)n2)CC1	-9	-0.2	0	-1.2
CCc1nn(CC(=O)NCCN2CCN(C)CC2)c(=O)c2cc3sccc3n12	13	0.3	7	-0.2
CCc1ccccc1Nc1ncnc2c1cnn2-c1ccc(OC)cc1	8	0.0	-44	1.8

(further entries)
SMILES	MITF inh	FBW7 act	TEAD-YAP block	GPR151 ag
N#Cc1ccccc1CN1C(=O)c2cccc3cccc1c23	3	0.5	1	1.5
COc1ccc(Br)c(C(=O)Nc2cc(C(=O)NCCC3=CCCCC3)ccc2N2CC3CC(C2)c2cccc(=O)n2C3)c1 (stereo unspecified)	-8	0.1	-3	1.9
O=C(NCC1CCCN(Cc2cccn2-c2ccccn2)C1)c1n[nH]c2ccccc12 (stereo unspecified)	17	0.1	70*	1.0
Cc1ccc(Sc2c(-c3ccccc3)nc3ncccn23)cc1	10	0.2	12	-0.9
Cc1cccc(NC(=O)CN2C(=O)C(c3ccc(F)cc3)=NC2(C)C)c1C	10	0.3	10	-0.5
O=C(NCCn1nc(-c2cccs2)oc1=O)C1CCN(C(=O)c2cccs2)CC1	-9	-0.1	-4	-0.5
COc1ccc(C)cc1NC(=O)c1cc(S(=O)(=O)N2CCN(c3ccccc3F)CC2)ccc1F	-11	0.0	-5	-1.6
COC(=O)c1c(OCCCN(C)C)cc(=O)n2c1CCN(C(=O)CCC(C)C)CC2	2	-0.1	-6	1.5
Cc1cc(C)c(C#N)c(SCCSCc2ccc(Cl)cc2)n1	-15	0.1	-4	0.6
